Bioassay records: PubChem BioAssay, National Center for Advancing Translational Sciences (NCATS)
Shiga toxin inh = blocks Shiga toxin action in Vero cells. Vero cells, Shiga toxin protein synthesis inhibition reporter. inhibition, % at 38.7 µM. 290,000 compounds, 9.2% hits; in the data active means inhibition mostly above about 28%, no sharp cut-off; inactive means mostly below about 43%; further: 0% is about no effect
Cycloheximide cs = affects cycloheximide protein synthesis inhibition readout, counter-screen; cell reporter, cycloheximide protein synthesis inhibition counterscreen; 300,000 compounds, 12% hits; max response, %; AID 2314; in the data active means max response mostly above about 13%, no sharp cut-off; inactive means mostly below about 14%; further: read at 38.3 µM for the half of the compounds with a filed dose; 0% is about no effect
AmpC no deterg = blocks E. coli AmpC beta-lactamase in detergent-free assay. AID 485341. Potency, µM (highest dose often 57.1 µM), inactives show at the top dose activity change, negative = inhibition, most hits filed as inhibitors. 330,000 compounds, 0.52% hits. AmpC nitrocefin hydrolysis, absorbance 480 nm, 0.0001% Triton;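 further: potency means the concentration at half of the fitted maximal effect; plate controls were no compound for no effect and no enzyme for full effect; nearly all actives have a fitted effect of over 20% in size; some results filed as inactive show a strong effect at the top dose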
Target sequence (P00811 whole entry, looked up): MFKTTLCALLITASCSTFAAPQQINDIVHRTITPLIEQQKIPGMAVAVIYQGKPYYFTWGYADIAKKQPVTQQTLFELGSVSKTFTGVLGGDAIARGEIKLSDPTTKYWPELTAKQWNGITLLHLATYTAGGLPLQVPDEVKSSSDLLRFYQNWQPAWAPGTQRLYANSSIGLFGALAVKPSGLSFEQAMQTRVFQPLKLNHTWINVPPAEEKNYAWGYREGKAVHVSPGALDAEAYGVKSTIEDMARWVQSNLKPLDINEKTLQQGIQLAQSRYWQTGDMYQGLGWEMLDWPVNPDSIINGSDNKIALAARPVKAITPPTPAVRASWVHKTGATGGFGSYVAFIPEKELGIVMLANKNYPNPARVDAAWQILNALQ
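20 mM phosphate pH 7.0 + 0.01% (detergent screen) or 0.0001% Triton X-100; 5.3 nM AmpC reagent; cpd preinc 15 min RT; nitrocefin (800 uM stock) to start; A480 q20 s × 4 min; Activity was normalised to no-enzyme and no-compound control wells.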
AmpC detergent = AmpC beta-lactamase inhibition with detergent present | AmpC hydrolysis of nitrocefin, absorbance 480 nm, 0.01% Triton | 370,000 compounds, 0.041% hits | Potency, µM (series often up to 114 µM), for inactives: top-dose activity change, negative = inhibition, most hits filed as inhibitors;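 further: potency means the concentration at half of the fitted maximal effect; 0% = no-compound wells and -100% = no-enzyme wells; nearly all actives have a fitted effect of over 25% in size; some results filed as inactive show a strong effect at the top dose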
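20 mM phosphate pH 7.0 + 0.01% (detergent screen) or 0.0001% Triton X-100; 5.3 nM AmpC reagent; cpd preinc 15 min RT; nitrocefin (800 uM stock) to start; A480 q20 s × 4 min; Activity was normalised to no-enzyme and no-compound control wells.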
HCMV antiviral = human cytomegalovirus inhibition. HFF cells, HCMV-luciferase reporter, 72 h; hits give low values. activity change, negative = inhibition, % at 57.5 µM. 410,000 compounds, 4.5% hits. AID 1259415; in the data active means activity change below about -60%; inconclusive means no clear call, values can overlap the other calls; inactive means above about -39%; further: on the % scale 0 is the no-effect control and ±100 the full control effect
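Luciferase read-out from HCMV-luciferase-infected HFFs (MOI 1 PFU/cell) 72 h post infection at 37C; compounds added after 16 h cell attachment; activity normalized between buffer-only basal and Salinomycin (10uM) inhibitor controls.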
AMA1-RON2 inh = inhibitors of Plasmodium falciparum AMA1-RON2 interaction; AlphaScreen AMA1-biotinylated RON2 peptide binding; Potency, µM (series often up to 58.2 µM), for inactives: at the top dose activity change, negative = inhibition, hits mostly inhibitors; 360,000 compounds, 0.2% hits;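 further: potency means the concentration at half of the fitted maximal effect; 0% = vehicle wells and -100% = peptide control; nearly all actives have a fitted effect of over 45% in size; some results filed as inactive show a strong effect at the top dose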
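AMA1 (3D7) with his tag at 25 nM final met compounds first, then biotinylated RON2 peptide at 25 nM; detection used donor plus acceptor beads, 10 µg/mL apiece, read by AlphaScreen after 30 min at room temperature.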
FBPA Giardia inh = Giardia lamblia aldolase inhibition | A8B2U2 | purified Giardia FBPA | Potency, µM (top dose mostly 59.6 µM), for the others: at the highest dose activity, negative = inhibition, actives largely listed as inhibitors | 290,000 compounds, 0.71% hits; further: potency means the concentration at half of the fitted maximal effect; on the % scale 0 is the no-effect control and ±100 the full control effect; nearly all actives have a fitted effect of over 55% in size
Target sequence (A8B2U2 whole entry, looked up): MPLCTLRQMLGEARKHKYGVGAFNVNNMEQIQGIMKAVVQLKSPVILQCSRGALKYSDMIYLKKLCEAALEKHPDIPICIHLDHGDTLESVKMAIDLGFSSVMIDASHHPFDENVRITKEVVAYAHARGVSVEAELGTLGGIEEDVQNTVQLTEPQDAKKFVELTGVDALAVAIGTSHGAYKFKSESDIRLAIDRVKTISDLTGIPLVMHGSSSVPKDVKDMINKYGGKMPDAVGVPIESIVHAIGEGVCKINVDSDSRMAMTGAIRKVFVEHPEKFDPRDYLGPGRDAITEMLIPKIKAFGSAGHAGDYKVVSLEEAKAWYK
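40 nM FBPA preincubated 10 min at RT with compound (up to 57.5 uM final), then substrate plus GAPDH/TPI/NAD/arsenate coupling and diaphorase/resazurin added. Fluorescence read after 20 min at RT, 525/598 nm.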
* = called active by the depositor; ? = inconclusive; nt = not tested or not shown; & = joins results of further samples; [ ] = dose if it differs, or a comment. Unless noted, the call rests on the fitted dose curve; in most records, active means well fitted curve in the direction sought with a large enough effect; inconclusive means small, poorly fitted or top-dose-only effect, or another doubt; inactive means no such curve, though single readings can be large; an effect the other way counts as inactive or inconclusive.

SMILES	Shiga toxin inh	Cycloheximide cs	AmpC no deterg	AmpC detergent	HCMV antiviral	AMA1-RON2 inh	FBPA Giardia inh
C=C(C)CSc1nnc(-c2ccc(OC)c(OC)c2)n1N	29	-5	-6%	-7%	-15	-1%	-14%
O=C(O)CNC(=O)c1ccccc1F	-5	0	-13%	-9%	-5	7%	9%
COc1cc([N+](=O)[O-])cc2sc(NC(=O)c3c(F)cccc3F)nc12	38	1	-20%	9%	-31	7%	14%
COC(=O)CC1SC(=O)NC1=O (stereo not given)	-12	-3	-7%	3%	-22	9%	-7%
CC(/C=C(\C)Nc1ccccc1)=Nc1ccccc1	23	26*	2%	2%	30	-18%	-5%
CN(Cc1ccccc1)C(=O)COC(=O)C1CCN(S(=O)(=O)c2ccc(Cl)c(C(F)(F)F)c2)CC1	nt	nt	35%	?	-66*	-1%	nt
CSc1ccc(C(=O)C2CCCN(C(=O)CCc3cnn(C)c3)C2)cc1 (stereo not given)	22	3	-5%	4%	22	2%	-6%
CC(=O)N1N=C(c2ccc3ccccc3c2)OC1(C)C	16	-2	1%	-8%	-19	0%	3%
Cc1nnc(SCC(=O)N2CCN(c3ccccc3F)CC2)n1C1CC1	nt	nt	-13%	?	-25	-3%	nt
COc1cc(C(=O)O)cc(NC(=O)c2cccs2)c1OC	-7	-2	-9%	-1%	4	-4%[11.6 µM]	-29%
CN=c1sc2ccccc2n1CC(O)c1ccccc1 (stereo not given)	-2	1	-14%	-8%	?	4%	-8%
COC(=O)c1ccc2c(=O)n(Cc3ccc(C(=O)NCCCN4CCOCC4)cc3)c(=S)[nH]c2c1	5	-2	96%[activator]	-5%	-25	42%[activator]	nt
CCc1cc2cc(C)cc(C)c2nc1SCC(=O)N1CCCC1	-4	4	-20%	4%	11	0%	-3%
CC(C)OCC(O)CCc1n[nH]c(=S)n1-c1ccccc1 (stereo not given)	1	0	-11%	?	-26	3%	-26%
COc1ccc(S(=O)(=O)N2CCOCC2)c(C)c1C	17	4	-12%	6%	21	9%	5%
Clc1ccccc1Cn1nnc(-c2cccs2)n1	61*	29*	-29%	-12%	45	45%[activator]	9%
O=C(N/N=C/c1cccc(O)c1)c1cc(-c2ccccc2)nc2ccccc12	22	9	-39%	-1%	10	22%	4%
Cc1ccc(Oc2ccc3c(c2)C(=O)N(c2cccc4cccnc24)C3=O)cc1	23	-3	-27%	-4%	37	10%	1%
Fc1ccc(/C=N/n2cnn(Cc3ccccc3Cl)c2=S)cc1	40	16	-28%	-7%	?	-13%	?
CCOc1ccc(NS(=O)(=O)c2ccc(NS(=O)(=O)c3cccs3)cc2)cc1	-10	-3	-42%	-1%	24	-30%	-5%
CCc1nnc(NC(=O)CSc2nnc(C)n2Cc2ccccc2)s1	-1	-3	-8%	0%	-17	3%	2%
O=C1CC(c2ccccc2)CC(=O)N1c1ccc(C(F)(F)F)cc1	nt	nt	-21%	-9%	3	-10%	nt
CCN(CC(=O)Nc1ccccc1OC)C(=O)CSCC(=O)Nc1ccc(OC)cc1	nt	nt	-1%	-12%	-5	73%[activator]	nt
CN(C)CCN(Cc1ccco1)C(=O)c1oc2ccccc2c1NC(=O)COc1ccccc1	-4	-4	100%[activator]	-2%	-24	-1%	5%
O=C(CN1C(=O)NC2(CCCC2)C1=O)N1CCN(S(=O)(=O)c2cc(Cl)ccc2Cl)CC1	nt	nt	5%	-10%	-5	23%	nt

A draw from above in order of SMILES length, lowest first.
SMILES	Shiga toxin inh	Cycloheximide cs	AmpC no deterg	AmpC detergent	HCMV antiviral	AMA1-RON2 inh	FBPA Giardia inh
CN=c1sc2ccccc2n1CC(O)c1ccccc1 (stereo not given)	-2	1	-14%	-8%	?	4%	-8%
Cc1nnc(SCC(=O)N2CCN(c3ccccc3F)CC2)n1C1CC1	nt	nt	-13%	?	-25	-3%	nt
O=C1CC(c2ccccc2)CC(=O)N1c1ccc(C(F)(F)F)cc1	nt	nt	-21%	-9%	3	-10%	nt

(listing goes on)
SMILES	Shiga toxin inh	Cycloheximide cs	AmpC no deterg	AmpC detergent	HCMV antiviral	AMA1-RON2 inh	FBPA Giardia inh
CSC1=NCCN1C(=O)c1ccc(S(=O)(=O)N2CCOCC2)cc1	-5	-2	17%	?	-21	1%	0%
COc1ccc(OC)c(S(=O)(=O)NC(N)=NCCc2ccccc2OC)c1	-2	-2	-23%	5%	nt	nt	-2%
COc1ccc(N2CCCCn3c2nc2c3c(=O)[nH]c(=O)n2C)cc1	-14	-3	-6%	-13%	-9	-6%	-12%
C#CC1(O)CC(C)NCC1(C)CCC#N (stereo not given)	-15	-3	-25%	?	-25	12%	0%
Cc1ccccc1Oc1ccc(NC(=O)C2CC=CCC2C(=O)O)cc1 (stereo not given)	1	-2	-13%	-4%	-19	14%	18%
CCc1nc2ccccc2n1CCC(=O)O	-4	-4	-18%	-2%	10	-6%	-21%
Cc1c(N2C(=O)CSC2c2ccccc2)c(=O)n(-c2ccccc2)n1C (stereo not given)	-8	5	-6%	5%	10	5%	4%
CCC1CCCCN1CCCNC(=O)c1cn(CC)c2ccc(S(=O)(=O)N3CCc4ccccc4C3)cc2c1=O (stereo not given)	-24	-4	-34%	6%	-40	10%	16%
O=C(COC(=O)Cc1n[nH]c(=O)c2ccccc12)Nc1ccc(Cl)cn1	nt	nt	-21%	-8%	10	-5%	nt
O=C(NC1(C(F)(F)F)NC(=O)N(C2CCCCC2)C1=O)c1cccs1 (stereo not given)	1	-3	-18%	?	-4	-3%	-1%
CCN(CC)S(=O)(=O)c1ccc(N2CCCC2)c(NC(=O)CN2C(=O)NC3(CCCC3)C2=O)c1	nt	nt	-1%	?	-5	-1%	nt
O=C(Cc1cccs1)Nc1ccc(C(=O)O)cc1	5	3	-4%	-4%	-77*	11%	16%
Cc1ccnc(NC(=O)Cc2ccc(F)cc2)n1	7	-3	-1%	-8%	-14	-5%	2%
Cc1c(N=Cc2c(O)n(C3CCCCC3)c(=O)[nH]c2=O)c(=O)n(-c2ccccc2)n1C	-9	-6	-40%	-7%	-11	-11%	-2%
COC(=O)COc1cccc2c(=O)n(CC(=O)Nc3ccc4c(c3)OCCO4)ccc12	-8	-2	1%	4%	20	2%	1%
CCOc1ccc(NC(=O)CCS(=O)(=O)c2cccc3nsnc23)cc1	19	-2	-6%	0%	18	-11%	-7%
CCc1ccc(C2C(C#N)=C(N)OC3=C2C(=O)CCC3)s1 (stereo not given)	3	-3	-13%	4%	-12	-4%	-27%
CCOc1ccc(-c2nnc3ccc(SCC(=O)Nc4nc5ccccc5s4)nn23)cc1	-12	5	125%[activator]	?	10	-18%	2%
O=C(Nc1ccc(O)cc1)c1ccc(NC(=O)c2cccs2)cc1	87*	38*	-34%	-15%	21	10%	3%
FC(F)(F)c1cnc(COc2ccc(Cl)cc2Cl)c(Cl)c1	66*	17*	-14%	3%	-12	9%	0%
O=C(c1ccc(Cl)c([N+](=O)[O-])c1)N1CCN(C(=O)c2ccco2)CC1	-21	7	0%	6%	-7	7%	-1%
O=C(O)COc1ccc(Br)cc1/C=N/O	-13	-5	-6%	?	-20	5%	24%
COc1ccc(/C=C(\C#N)C(=O)OCC(=O)NC(=O)NCCC(C)C)cc1	-8	10	-28%	0%	-39	12%	0%
O=C(OCc1nc2scc(-c3ccccc3)c2c(=O)[nH]1)c1cccc([N+](=O)[O-])c1	-29	0	-43%	-2%	15	-11%	0%
O=C(CC(Cc1ccccc1)c1ccco1)NC1CCCCC1 (stereo not given)	12	15	-25%	3%	-6	17%	1%

Next section, overlapping the part above by two compounds.
SMILES	Shiga toxin inh	Cycloheximide cs	AmpC no deterg	AmpC detergent	HCMV antiviral	AMA1-RON2 inh	FBPA Giardia inh
O=C(OCc1nc2scc(-c3ccccc3)c2c(=O)[nH]1)c1cccc([N+](=O)[O-])c1	-29	0	-43%	-2%	15	-11%	0%
O=C(CC(Cc1ccccc1)c1ccco1)NC1CCCCC1 (stereo not given)	12	15	-25%	3%	-6	17%	1%
COc1cc(C2C(C(C)=O)=C(O)C(=O)N2CCc2ccc(OC)c(OC)c2)ccc1O (stereo not given)	-14	5	2%	-9%	-15	-13%	-14%
COc1ccc(C2/C=C\CN(S(=O)(=O)c3cccc4cccnc34)CC(=O)N2Cc2ccc(F)cc2)cc1 (stereo not given)	-4&3	5&-3	-40%	-4%	6	10%	-1%&-4%
CC(O)[C@H]1CNCCN1CCc1cccc2ccccc12 (stereo not given in full)	nt	nt	-8%	-8%	22	9%	nt
CCOc1ccccc1C(=O)N/N=C/c1c[nH]c2ccccc12	17	17	-30%	1%	15	24%	-5%
Cc1noc(C)c1C(=O)OCC(=O)Nc1cccc(S(N)(=O)=O)c1	-3	-4	-8%	-1%	-9	-6%	0%
CCOC(=O)C(N)CSC1CC(=O)N(c2ccc(OCC)cc2)C1=O (stereo not given)	-4	-1	-20%	?	10	0%	?
O=S(=O)(NC1=NCCCCC1)c1ccc2sc(NS(=O)(=O)c3ccc4ccccc4c3)nc2c1	2	-1	-58%	-6%	21	-6%	18%
O=C(NN=C1CCCC1)NC1CCCCC1	13	6	-14%	-10%	33	7%	4%
CCCCC(=O)NC(c1ccco1)c1c(O)ccc2ccccc12 (stereo not given)	13	0	-28%	-9%	25	-9%	-20%
CCCC(O)(CCN1CCCCC1)c1ccc(OCC)cc1 (stereo not given)	-10	-2	-5%	0%	26	2%	-5%
O=C1CCc2cc(S(=O)(=O)NCc3ccccc3Cl)ccc2N1	nt	nt	-33%	2%	9	-10%	nt
Cc1ccnc(NC(=O)CNC(=O)c2ccc(Br)o2)c1	nt	nt	-8%	?	16	3%	nt
COc1ccccc1N(CCOc1ccccc1)S(=O)(=O)c1ccccc1	nt	nt	-37%	nt	?	6%	nt
COc1ccc(C(=O)NCCOc2ccccc2Cl)c(OC)c1OC	99*	54*	80%[activator]	-5%	307	13%	-4%
COc1ccccc1C(=O)N/C(=C/c1ccc(Br)cc1)C(=O)N1CCCC1	-14	0	149%[activator]	1%	-5	-7%	8%
O=C(COC(=O)c1n[nH]c2ccccc12)NC(=O)NC12CC3CC(CC(C3)C1)C2	13	1	-28%	?	12	?	5%
CS(=O)(=O)N1CCN(c2ccc(NC(=O)c3cccnc3Cl)cc2)CC1	14	9	7%	-12%	5	-5%	0%
CN(Cc1c[nH]c2ccccc12)C1CCCCC1	-12	-5	-25%	-11%	-94*	2%	1%
Cc1ccc(CCNC(=O)CCS(=O)(=O)Cc2ccc(C)cc2)cc1	19	9	0%	1%	?	3%	-3%
O=C(Nc1cccc(F)c1)C1CCN(C(=O)NCc2ccccc2)CC1	-3	-1	-11%	-5%	-18	2%	nt
O=C(CSc1nc(N2CCOCC2)nc(N2CCOCC2)n1)Nc1ccc([N+](=O)[O-])cc1	-10	2	30%	-10%	39	-4%	nt
CNC(=O)c1ccc(NC(=O)CC2SC(N3CCCC3)=NC2=O)cc1 (stereo not given)	nt	nt	-6%	-6%	-36	4%	nt
